Assay outcomes: PubChem, National Center for Advancing Translational Sciences (NCATS)
KAT2A inh: inhibitors of human GCN5L2 histone acetyltransferase | Q92830 | GCN5L2 HAT assay, ThioGlo1 CoA-SH fluorescence | actives 0.21% (n = 390,000) | Potency, µM (series often up to 58.9 µM), inactives show top-dose activity change, negative = inhibition, usual class: inhibitors
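Enzyme at 20nM final was mixed with library compounds for 15 min at room temperature. Peptide H3(1-25) at 75uM, acetyl-CoA at 70uM and ThioGlo1 at 50uM were then added. Plates were read immediately and after 20 min (Ex340nm/Em540nm).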
FEN1 inhibitor: human FEN1 inhibition | Recombinant FEN1 flap cleavage, fluorescence, 15 min | Potency, µM (doses to about 114 µM), for the others: at the top dose activity change, negative = inhibition, most hits filed as inhibitors | actives 0.35% (n = 390,000); note: nearly all actives have a fitted effect of over 65% in size
Target sequence (P39748 whole entry, looked up): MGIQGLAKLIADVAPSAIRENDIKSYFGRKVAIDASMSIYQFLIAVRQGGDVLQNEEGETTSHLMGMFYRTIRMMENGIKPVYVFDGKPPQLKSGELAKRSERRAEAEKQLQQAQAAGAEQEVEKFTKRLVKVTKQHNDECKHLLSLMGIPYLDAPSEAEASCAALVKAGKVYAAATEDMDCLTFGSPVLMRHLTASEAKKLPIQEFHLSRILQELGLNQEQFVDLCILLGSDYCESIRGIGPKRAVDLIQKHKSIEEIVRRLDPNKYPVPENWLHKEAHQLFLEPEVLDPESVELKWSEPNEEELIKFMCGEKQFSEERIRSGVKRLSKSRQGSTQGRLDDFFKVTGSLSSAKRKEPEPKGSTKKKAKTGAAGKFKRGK
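Steps: FEN1 (10 nM) dispensed; compound added by pin tool; 15 min at room temperature; substrate added to 50 nM final; reads at 0 min and 15 min; data normalized and fitted (four-parameter Hill).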
TDP1 cell CPT: growth inhibition of DT40 Tdp1-/-;hTDP1 cells with camptothecin (screen for TDP1 inhibitors) | chicken DT40 Tdp1-/-;hTDP1 cells + 20 nM CPT, ATP luminescence, 48 h | Potency, µM (doses to about 46.2 µM), inactives show at the highest dose activity change, negative = growth inhibition, actives largely listed as inhibitors | actives 12% (n = 420,000) | AID 686979; note: nearly all actives have a fitted effect of over 55% in size
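Cell growth measured by CellTiter-Glo luminescence after a minimum 48 h, 37 C compound exposure with 20 nM CPT in Tdp1-knockout DT40 cells stably expressing hTDP1, seeded 400/well; qHTS titration format.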
The depositor's hits bear a star; & = joins results of further samples; [ ] = dose if it differs, or a comment. Calls come from the whole dose curve; as a rule, active = well fitted curve in the direction sought with a large enough effect; inconclusive = small, poorly fitted or top-dose-only effect, or another doubt; inactive = no such curve, though single readings can be large; an effect the other way counts as inactive or inconclusive. % is set by controls: 0 for no effect and ±100 for the full control effect; potency is the fitted concentration of half-maximal effect. This is a subset (hit frequency here may not be typical).

How did Cc1cccc(-c2nc(C)c(CCNC(=O)C(=O)Nc3cccc(Cl)c3C)s2)c1 do in these assays?
KAT2A inh: -6%; FEN1 inhibitor: 19%

Results for CCOC(=O)CNC(=O)Cn1cnc2c(nnn2-c2cccc(OC)c2)c1=O ?
KAT2A inh: -27%; FEN1 inhibitor: -8%; TDP1 cell CPT: -5%

Results for NC(=O)CCn1nc(-c2ccc(Cl)cc2)c2ccccc2c1=O ?
KAT2A inh: 0%; FEN1 inhibitor: -2%; TDP1 cell CPT: inconclusive

How did CCC1=NN2C(=N)/C(=C\c3cccn3-c3c(C)cccc3C)C(=O)N=C2S1 do in these assays?
KAT2A inh: -13%; FEN1 inhibitor: 10%; TDP1 cell CPT: inconclusive

What do the screens show for `O=C(NCCC1=CCCCC1)C1CCN(c2nnc(-n3cccc3)s2)CC1`?
KAT2A inh: -5%; FEN1 inhibitor: 19%; TDP1 cell CPT: inconclusive

How did CCn1nc(NC(=O)c2ccco2)c2cc3cc(C)ccc3nc21 do in these assays?
KAT2A inh: -5%; FEN1 inhibitor: -9%; TDP1 cell CPT: inconclusive

What do the screens show for `O=C(NCC1(c2ccccc2)CCCC1)c1ccc(Br)o1`?
KAT2A inh: 0%; FEN1 inhibitor: -5%; TDP1 cell CPT: inconclusive

What do the screens show for `CN(C)c1ccc(-c2nc(N3CCNCC3)c3ccccc3n2)cc1`?
KAT2A inh: -21%; TDP1 cell CPT: inconclusive

How did O=C(O)C1C2CCC(O2)C1C(=O)NCc1ccc(Cl)cc1 (stereo not given) do in these assays?
KAT2A inh: -1%; FEN1 inhibitor: -3%; TDP1 cell CPT: -10%

What do the screens show for `O=C(CC1Nc2ccccc2NC1=O)NC1CCCCC1` (stereo not given)?
KAT2A inh: 0%; FEN1 inhibitor: 3%; TDP1 cell CPT: 2%

How did Cc1cc(C)c(NC(=O)CS(=O)CC(=O)N2CCN(c3ccc(F)cc3)CC2)c(C)c1 (stereo not given) do in these assays?
KAT2A inh: -6%; FEN1 inhibitor: -14%; TDP1 cell CPT: inconclusive

What do the screens show for `O=C(Nc1ccccc1F)c1ccc2nc(N3C(=O)CCC3=O)sc2c1`?
KAT2A inh: inconclusive; FEN1 inhibitor: -1%; TDP1 cell CPT: -10%

Taken from above, 2 compounds:
How did Cc1cc(C)c(NC(=O)CS(=O)CC(=O)N2CCN(c3ccc(F)cc3)CC2)c(C)c1 (stereo not given) do in these assays?
KAT2A inh: -6%; FEN1 inhibitor: -14%; TDP1 cell CPT: inconclusive

What do the screens show for `O=C(Nc1ccccc1F)c1ccc2nc(N3C(=O)CCC3=O)sc2c1`?
KAT2A inh: inconclusive; FEN1 inhibitor: -1%; TDP1 cell CPT: -10%

Following part.
Results for CCCN(CCC)S(=O)(=O)c1ccc(C(=O)NNC(=O)c2cc(OC)c(OC)c(OC)c2)cc1 ?
KAT2A inh: -3%; FEN1 inhibitor: -6%; TDP1 cell CPT: 1%

Results for COc1ccc(/C=N/Nc2ccc(C(=O)O)cc2)cc1OC ?
KAT2A inh: -7%; FEN1 inhibitor: -12%; TDP1 cell CPT: 6%

What do the screens show for `CC(=O)OCC1(C)CN(c2ccccc2)NC1=O` (stereo not given)?
KAT2A inh: -8%; FEN1 inhibitor: 0%; TDP1 cell CPT: 21µM*

How did COc1ccc(N(C)S(=O)(=O)c2cccc(C(=O)N3CCN(c4cccc(C)c4C)CC3)c2)cc1 do in these assays?
FEN1 inhibitor: 8%; TDP1 cell CPT: inconclusive

Results for CCOC(=O)C1=C(C)Nc2ccccc2N=C1NC(=O)c1cc(C)on1 ?
KAT2A inh: -4%; FEN1 inhibitor: 14%; TDP1 cell CPT: -27%

Results for O=C(OCC(=O)N1CCN(C(=O)c2ccco2)CC1)c1ccccc1O ?
KAT2A inh: 2%; FEN1 inhibitor: -1%; TDP1 cell CPT: -2%

Results for O=c1c(-c2cccc(F)c2)nc2cncnc2n1Cc1ccc(F)cc1 ?
KAT2A inh: -12%; TDP1 cell CPT: 14%

What do the screens show for `O=c1cc(O)c(-c2ccccc2Cl)c(Cl)[nH]1`?
KAT2A inh: -5%; FEN1 inhibitor: 7%; TDP1 cell CPT: -8%

How did Cc1cc(C)nc(SCC(CSc2nc(C)cc(C)n2)C(=O)O)n1 do in these assays?
KAT2A inh: 3%; FEN1 inhibitor: 7%; TDP1 cell CPT: 3%

Results for Cn1c(SC/C=C/c2ccccc2)nnc1-c1cccs1 ?
KAT2A inh: 0%; FEN1 inhibitor: -17%; TDP1 cell CPT: -10%

What do the screens show for `Cc1cccc2c1-c1sc(C(=O)NCCCN3CCN(c4ccccc4F)CC3)cc1CO2`?
KAT2A inh: -14%; FEN1 inhibitor: 4%; TDP1 cell CPT: inconclusive

What do the screens show for `CCOCCCNC(=O)C(NC(=O)Cc1c[nH]c2ccccc12)c1ccc(OC)cc1` (stereo not given)?
KAT2A inh: -10%; FEN1 inhibitor: 3%; TDP1 cell CPT: 3%

Results for CC(C)C(NC(=O)C1CCC(C(C)(C)C)CC1)C(=O)NCc1cccnc1 (stereo not given) ?
KAT2A inh: 2%; FEN1 inhibitor: -7%; TDP1 cell CPT: -23%

How did N#C/C(=C\c1ccc(-c2cccc(Cl)c2)o1)C(=O)Nc1cccc(C(F)(F)F)c1 do in these assays?
KAT2A inh: 33%[activator]; FEN1 inhibitor: 9%; TDP1 cell CPT: inconclusive

How did Cc1[nH]c2ccccc2c1SCCN do in these assays?
FEN1 inhibitor: -9%; TDP1 cell CPT: inconclusive

What do the screens show for `CCc1ccc(NC(=O)c2ccc(Cn3nc(N4CCN(c5ccccc5)CC4)ccc3=O)o2)cc1`?
KAT2A inh: -7%; FEN1 inhibitor: -13%; TDP1 cell CPT: inconclusive

How did COc1cc(-n2c(-c3ccccc3)n[nH]c2=S)c(OC)cc1Cl do in these assays?
KAT2A inh: -2%; FEN1 inhibitor: 6%; TDP1 cell CPT: -2%

Results for COc1cccc(-n2nnnc2SCC(=O)NCCc2ccc(OC)c(OC)c2)c1 ?
KAT2A inh: -5%; FEN1 inhibitor: -4%; TDP1 cell CPT: -1%

How did COc1ccc(C2=CC(=O)CC(C)(C)C2)cc1 do in these assays?
KAT2A inh: 2%; FEN1 inhibitor: 8%; TDP1 cell CPT: inconclusive

How did CCN(C(=O)CSc1ncccc1C(=O)Oc1cccc([N+](=O)[O-])c1)c1cccc(C)c1 do in these assays?
KAT2A inh: -3%; FEN1 inhibitor: -10%; TDP1 cell CPT: -10%

Results for C/C(=N\NC(=O)C1CCCC1)c1ccc(Cl)cc1Cl ?
KAT2A inh: 1%; FEN1 inhibitor: -5%; TDP1 cell CPT: inconclusive

What do the screens show for `Cc1ccc(S(=O)(=O)Nc2ccc(S(=O)(=O)Nc3nccs3)cc2)cc1C`?
KAT2A inh: -12%; FEN1 inhibitor: -2%; TDP1 cell CPT: 14%

How did NC(=O)c1nc(C2CCCCC2)nc2c1[nH]c(=O)n2-c1ccc(F)cc1 do in these assays?
KAT2A inh: -5%; FEN1 inhibitor: 18%; TDP1 cell CPT: -23%

What do the screens show for `CC(C)(C)NC(=O)CSc1nnc(C2CC2)n1Cc1ccccc1`?
KAT2A inh: -4%; FEN1 inhibitor: 1%; TDP1 cell CPT: -10%

What do the screens show for `Cc1ccccc1N(CC(=O)NCC1CCCO1)C(=O)CNS(=O)(=O)c1ccc(F)cc1` (stereo not given)?
KAT2A inh: -4%; FEN1 inhibitor: -2%; TDP1 cell CPT: 1%

How did CCOC(=O)[C@@H]1[C@H]2COc3cc(OC)ccc3[C@@H]2N2C(=O)N(c3ccc(Cl)cc3)C(=O)[C@]12C do in these assays?
FEN1 inhibitor: -10%; TDP1 cell CPT: inconclusive

What do the screens show for `OCc1nnc2c3ccccc3c(-c3ccccc3)nn12`?
KAT2A inh: -6%; FEN1 inhibitor: -13%; TDP1 cell CPT: inconclusive

Results for Cc1ccc(C(=O)Nc2cc(C(F)(F)F)ccc2N2CCCCC2)cc1[N+](=O)[O-] ?
KAT2A inh: -5%; FEN1 inhibitor: 0%; TDP1 cell CPT: 18µM*

How did COc1cc([N+](=O)[O-])ccc1NC(=O)C[n+]1ccccc1 do in these assays?
KAT2A inh: -11%; FEN1 inhibitor: -2%; TDP1 cell CPT: -9%

How did Cc1cc(C(=O)NC(CC(C)C)C(=O)O)cc(C)c1[N+](=O)[O-] (stereo not given) do in these assays?
KAT2A inh: -7%; FEN1 inhibitor: 6%; TDP1 cell CPT: 18%

Results for CCCCOc1ccc(S(=O)(=O)NCc2csc(C)n2)cc1 ?
KAT2A inh: -13%; FEN1 inhibitor: -15%; TDP1 cell CPT: 13µM*

Results for Fc1ccc(-c2noc3ncnc(Nc4ccc(F)cc4F)c23)cc1 ?
KAT2A inh: -4%; FEN1 inhibitor: -24%; TDP1 cell CPT: inconclusive

How did COc1ccc(N2CCN(C(=O)c3ccc(S(=O)(=O)NCc4ccco4)cc3)CC2)cc1 do in these assays?
KAT2A inh: -5%; FEN1 inhibitor: 13%; TDP1 cell CPT: -30%

How did CC(=O)Nc1ccc(N2CCCC(C)C2)c([N+](=O)[O-])c1 (stereo not given) do in these assays?
KAT2A inh: 0%; FEN1 inhibitor: 8%; TDP1 cell CPT: -10%

What do the screens show for `COc1cc2c(cc1NC(=O)c1cccc(F)c1)CCCC2`?
KAT2A inh: -3%; FEN1 inhibitor: -18%; TDP1 cell CPT: inconclusive

What do the screens show for `CC(C)N(C(=O)[C@H]1C[C@H](CC(=O)NCCN2CCOCC2)C(=O)N2CCc3c([nH]c4ccc(Cl)cc34)[C@]12C)C(C)C`?
KAT2A inh: -2%; FEN1 inhibitor: 2%; TDP1 cell CPT: inconclusive

How did COc1cccc(NC(=O)c2ccc(-n3cccn3)nc2)c1 do in these assays?
KAT2A inh: -3%; FEN1 inhibitor: -2%; TDP1 cell CPT: 1%

Results for COc1ccccc1-c1c(C)oc2cc(OC(=O)c3ccco3)ccc2c1=O ?
KAT2A inh: -4%; FEN1 inhibitor: -6%; TDP1 cell CPT: inconclusive

What do the screens show for `COc1ccccc1CNC(=O)C(=O)NCC1CCCN1S(=O)(=O)c1cccs1` (stereo not given)?
KAT2A inh: 0%; FEN1 inhibitor: -14%; TDP1 cell CPT: inconclusive

What do the screens show for `COc1cccc(OCc2cc(C(=O)N3CCCC3c3ccccn3)no2)c1` (stereo not given)?
KAT2A inh: -7%; FEN1 inhibitor: -1%; TDP1 cell CPT: inconclusive

Results for COc1ccc(NC(=O)CN(C)C(=O)CSCc2c(C)noc2C)cc1 ?
KAT2A inh: -5%; FEN1 inhibitor: -1%; TDP1 cell CPT: 5%

How did CCCc1nc(SCC(=O)NC2CC2)c2c(C)c(C)sc2n1 do in these assays?
KAT2A inh: -6%; FEN1 inhibitor: 10%; TDP1 cell CPT: inconclusive

How did CCOC(=O)C1=C(C)NC(C)=C(C(=O)OCC)C1C(=O)OCC(=O)N1CCC(C)CC1 do in these assays?
KAT2A inh: inconclusive; FEN1 inhibitor: -1%&-1%; TDP1 cell CPT: 0%&-6%

How did CCOc1ccc(-c2n[nH]c3c2C(c2cccs2)N(c2ccc(Br)cc2)C3=O)cc1 (stereo not given) do in these assays?
KAT2A inh: 0%; FEN1 inhibitor: 0%; TDP1 cell CPT: inconclusive

What do the screens show for `CCOC(=O)c1[nH]c2ccc(OC)cc2c1C`?
KAT2A inh: -13%; FEN1 inhibitor: 2%; TDP1 cell CPT: -21%

Results for Cc1cc2nn(-c3ccc(F)cc3)nc2cc1NC(=O)c1cccc2c(Cl)cccc12 ?
KAT2A inh: 2%; FEN1 inhibitor: -6%; TDP1 cell CPT: 2.9µM*

How did O=C(NC1=NCCS1)c1cccc(F)c1 do in these assays?
FEN1 inhibitor: -6%; TDP1 cell CPT: 0%

How did C/C(=N/OCO/N=C(\C)c1ccccc1)c1ccccc1 do in these assays?
KAT2A inh: -4%; FEN1 inhibitor: -10%; TDP1 cell CPT: -19%

Results for CC(Sc1nccn1C)C(=O)Nc1ccccc1 (stereo not given) ?
KAT2A inh: 0%; FEN1 inhibitor: -9%; TDP1 cell CPT: 12%

How did CN(C)c1ccc(/C=C2\NC(=S)N(Cc3ccccc3)C2=O)cc1 do in these assays?
KAT2A inh: -14%; FEN1 inhibitor: -1%; TDP1 cell CPT: inconclusive

How did O=C(O)c1ccc(N2CCN(C(c3ccccc3)c3ccccc3)CC2)c([N+](=O)[O-])c1 do in these assays?
KAT2A inh: 4%; FEN1 inhibitor: -2%; TDP1 cell CPT: -28%

Molecules listed so far with a tert-butyl group, in the order listed:
Results for CC(C)C(NC(=O)C1CCC(C(C)(C)C)CC1)C(=O)NCc1cccnc1 (stereo not given) ?
KAT2A inh: 2%; FEN1 inhibitor: -7%; TDP1 cell CPT: -23%

What do the screens show for `CC(C)(C)NC(=O)CSc1nnc(C2CC2)n1Cc1ccccc1`?
KAT2A inh: -4%; FEN1 inhibitor: 1%; TDP1 cell CPT: -10%
